Screening results deposited in PubChem by National Center for Advancing Translational Sciences (NCATS).
Eya2 phos inh – Eya2 (human) phosphatase inhibition; O00167; recombinant Eya2, OMFP fluorescence dephosphorylation (OMFP is methylfluorescein phosphate); 330,000 compounds, 0.006% hits; Potency, µM (doses to about 76.9 µM), inactives show at the top dose activity, negative = inhibition, most hits filed as inhibitors; also: potency is read from the fitted curve at half-maximal effect; % is scaled to controls: 0 for no effect and ±100 for the full control effect
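Eya2 protein (added as 0.2 uM solution) was preincubated with compound for 10 min at ambient temperature in 50 mM HEPES pH 7.5, 50 mM NaCl, 5 uM MgCl2, 0.05% BSA, 1 mM DTT. OMFP (added at 50 uM) then reacted 10 min; fluorescence read at 485/525 nm.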
ASM inhibitor – human S-ASM enzyme inhibition; placental ASM, HMU-PC fluorogenic substrate, 60 min; 340,000 compounds, 0.006% hits; P17405; AID 504937; Potency, µM (doses to about 57.5 µM), for inactives: top-dose activity change, negative = inhibition, hits mostly inhibitors; also: potency is read from the fitted curve at half-maximal effect
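Human placenta-derived ASM preincubated with compound 10 min at room temperature, then reacted with 9 uM (final) fluorogenic HMU-PC substrate for 60 min at 37 C. Stop solution raises pH to 10; fluorescence read at Ex 386/Em 447 nm.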
TRPV1 ag – agonists of human vanilloid receptor 1 (TRPV1); Q8NER1; TRPV1-expressing cells, Fluo-8 calcium influx, agonist mode; activation, % at 8.33 µM; 320,000 compounds, 0.19% hits; in the data active = activation above about 80%; inconclusive = between about 30% and that limit; also: 0% is about no effect
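Fluo-8 calcium influx in TRPV1-expressing cells, kinetic read (ex 480/em 520 nm). Compound added and read 3 min for agonist activity, followed by capsaicin at EC20 final and 2 min further read for enhancement.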
TSG101-PTAP inh – blocks PTAP/TSG101 interaction to inhibit HIV-1 budding; Q99816; Fluorescence polarization, FITC-PTAP peptide / Tsg101 binding; Potency, µM (top dose mostly 115 µM), without a hit: top-dose activity change, negative = inhibition, actives largely listed as inhibitors; 340,000 tested, under 10 active; active = well fitted inhibition curve with a large enough effect in the main read-out, with a control signal flat, not every such curve was filed as active; inconclusive = small, poorly fitted or top-dose-only effect, or effect the other way, or a change in a side signal; inactive = no such curve, though single readings can be large or run the other way; also: potency is read from the fitted curve at half-maximal effect; % of control where 0% means no effect
Target sequence (Q99816 whole entry, looked up): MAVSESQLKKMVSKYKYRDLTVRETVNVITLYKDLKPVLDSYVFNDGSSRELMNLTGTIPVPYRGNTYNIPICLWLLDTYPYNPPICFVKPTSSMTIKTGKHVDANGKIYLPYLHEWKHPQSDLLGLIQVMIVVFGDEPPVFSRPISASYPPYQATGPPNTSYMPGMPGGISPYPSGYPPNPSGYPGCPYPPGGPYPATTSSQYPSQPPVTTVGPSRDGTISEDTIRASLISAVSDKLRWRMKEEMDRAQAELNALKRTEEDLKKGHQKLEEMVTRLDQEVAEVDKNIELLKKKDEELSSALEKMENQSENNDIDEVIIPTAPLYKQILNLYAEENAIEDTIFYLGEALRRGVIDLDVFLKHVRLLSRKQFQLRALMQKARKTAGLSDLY
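FP read-out: FITC-PTAP peptide, 50 nM final, binding Tsg101 binding domain, 10 uM final; 20 min, r.t.; 10 mM HEPES pH 7.5, 0.15 M NaCl, 0.01% Tween 20, 3 mM EDTA, 0.1 mM TCEP.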
B2AR arrestin – beta2AR (human) beta-arrestin recruitment activity; beta-arrestin recruitment to beta2AR, cell-based reporter; Potency, µM (series often up to 46.1 µM), for the others: at the top dose activation, hits mostly activators; AID 492947; 330,000 compounds, 0.02% hits; P07550;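 also: potency is read from the fitted curve at half-maximal effect; 0% = DMSO controls and full agonism = EC100 isoproterenol or metaproterenol; nearly all actives have a fitted effect of over 65% in size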
Target sequence (P07550 whole entry, looked up): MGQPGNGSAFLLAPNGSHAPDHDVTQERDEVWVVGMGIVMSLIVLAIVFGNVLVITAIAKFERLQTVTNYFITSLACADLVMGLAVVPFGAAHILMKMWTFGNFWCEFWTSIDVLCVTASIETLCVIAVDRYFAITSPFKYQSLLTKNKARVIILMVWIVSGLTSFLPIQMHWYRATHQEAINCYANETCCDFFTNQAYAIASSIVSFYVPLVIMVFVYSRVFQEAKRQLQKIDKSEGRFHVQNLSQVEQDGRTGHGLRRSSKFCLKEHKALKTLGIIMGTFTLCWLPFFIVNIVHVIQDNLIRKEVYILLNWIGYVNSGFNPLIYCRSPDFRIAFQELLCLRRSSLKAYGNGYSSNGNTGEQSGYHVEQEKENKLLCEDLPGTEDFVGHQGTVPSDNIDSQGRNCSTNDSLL
BRCA1 expr up – BRCA1 expression activation; Potency, µM (series often up to 46.1 µM), for the others: top-dose activation, most hits filed as activators; MCF7-BRCA1-FFLuc reporter, luminescence, 48 h; response scale: scaled: vehicle 0%, 10 µM genistein 100%; 380,000 compounds, 1.1% hits; also: potency is read from the fitted curve at half-maximal effect; nearly all actives have a fitted effect of over 80% in size; some results filed as inactive show a strong effect at the top dose
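Reporter cells (MCF7, BRCA1 promoter-firefly luciferase) received library compounds across a concentration series for 48 h. End-point luminescence was measured and concentration-effect curves derived after normalization.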
a7 integrin act – activators of alpha7 integrin expression for muscular dystrophy. alpha7betagal myoblasts, beta-gal FDG fluorescence, 48 h. Potency, µM (doses to about 38.3 µM), inactives show at the top dose activation, actives largely listed as activators. 350,000 compounds, 0.064% hits. AID 624291;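 also: potency is read from the fitted curve at half-maximal effect; 100% = response of the positive control SU9516; nearly all actives have a fitted effect of over 60% in size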
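Alpha7betagal+/- myoblasts (passage 13) were plated 16-24 hr, then exposed to compounds (1:260 dilution of DMSO stock) for 48 hours at 37C. After MPER lysis, β-galactosidase reporter activity was read as FDG fluorescence (ex 480/em 540) after 30 minutes.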
uPA generation – blocks generation of uPA at the cell surface; AID 540303; cell surface uPA generation assay, qHTS; 330,000 compounds, 0.31% hits; Potency, µM (highest dose often 38.3 µM), for the others: top-dose activity change, negative = inhibition, hits mostly inhibitors; active = well fitted inhibition curve with a large enough effect; inconclusive = small, poorly fitted or top-dose-only effect; inactive = no such curve, though single readings can be large or run the other way; tested in mouse RAW 264.7 cells; also: potency is read from the fitted curve at half-maximal effect; % is scaled to controls: 0 for no effect and ±100 for the full control effect; nearly all actives have a fitted effect of over 55% in size
p53 reactivator – restores transcriptional activity of mutant p53. H1299 p53-A138V BP100-luciferase reporter, luminescence, 24 h. 320,000 compounds, 0.063% hits. AID 504706. Potency, µM (titrated, usually from 92.2 µM), for the others: top-dose activity change, positive = activation, hits mostly activators; also: potency is read from the fitted curve at half-maximal effect; % of control where 0% means no effect; nearly all actives have a fitted effect of over 45% in size
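p53-null H1299 cells stably carrying temperature-sensitive p53-A138V and a BP100-luciferase reporter were pinned with compounds (4-point, 1:5 series) and held 24 hrs at 37 deg C. Luminescence was read 10 min after detection reagent.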
ELG1 genotox – genotoxicity induction in ELG1-luciferase HEK293T cells; HEK293T ELG1-luciferase reporter, luminescence, 16 h; Potency, µM (series often up to 46 µM), for inactives: at the top dose activity change, positive = activation, most hits filed as activators; 330,000 compounds, 1.3% hits; AID 504466; also: potency is read from the fitted curve at half-maximal effect; % of control where 0% means no effect; nearly all actives have a fitted effect of over 60% in size
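HEK293T cells expressing luciferase-tagged ELG1 were treated with compound or DMSO for 16 hr at 37°C. Luciferase activity was then read after 30 min with ONE-Glo at room temperature; rising signal flags genetic stress.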
USP2a block – blocks human ubiquitin-specific protease USP2a | O75604 | USP2 core, Ub-CHOP2 coupled fluorogenic reporter, 485/531 | Potency, µM (titrated, usually from 38.3 µM), for inactives: top-dose activity change, negative = inhibition, actives largely listed as inhibitors | 330,000 compounds, 0.01% hits | AID 463254;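 also: potency is read from the fitted curve at half-maximal effect; plate controls were DMSO wells for no effect and full inhibition by NEM control for full effect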
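USP2 core (10nM final) preincubated 30min RT with compound in 20mM Tris-HCl pH 8.0, 2mM CaCl2, 2mM beta-mercaptoethanol, 0.05% CHAPS; 25nM Ub-CHOP2 plus 25nM reporter substrate added, fluorescence (Ex485/Em531) read after 60min.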
Numbers without * were called inactive; ? = inconclusive; nt = not tested or not shown; & = joins results of further samples; [ ] = remark or other dose. Unless noted, calls follow the shape of the dose curve; as a rule, active = well fitted curve in the direction sought with a large enough effect; inconclusive = small, poorly fitted or top-dose-only effect, or another doubt; inactive = no such curve, though single readings can be large; an effect the other way counts as inactive or inconclusive.

Values run as follows: Eya2 phos inh, ASM inhibitor, TRPV1 ag, TSG101-PTAP inh, B2AR arrestin, BRCA1 expr up, a7 integrin act, uPA generation, p53 reactivator, ELG1 genotox, USP2a block
- C[C@H](CO)N1C[C@H](C)[C@@H](CN(C)S(=O)(=O)c2ccc(F)cc2)Oc2c(NC(=O)Nc3ccc(C(F)(F)F)cc3)cccc2C1=O
  -5.2%, ?, nt, -6.0%, -0.9%, -69.5%, -16.2%, ?, -5.4%, -10.3%, 1.7%
- CC(=O)Nc1ccc2c(c1Br)Cc1ccccc1-2
  nt, -10.8%, nt, -10.3%, nt, 3.16µM*, 1.5%, 1.4%, nt, nt, nt
- COc1cc(C(=O)Nc2nc(C)c(Cc3ccc4c(c3)OCO4)s2)cc(OC)c1OC
  -1.7%, 4.1%, 1.0, -1.0%, -1.0%, -50.1%, -3.8%, ?, 1.6%, 0.0%, -1.2%
- Cc1cccc(Cn2cccc2/C=C2/C(=N)N3C=CSC3=NC2=O)c1
  -4.5%, -2.1%, 18.6, 0.2%, 0.3%, -11.2%, -12.3%, -1.5%, 1.7%, -11.1%, 7.5%
- O=[N+]([O-])c1ccccc1S(=O)(=O)NCc1cccnc1
  -3.0%, 5.5%, -2.5, -4.9%, -0.4%, -10.0%&6.7%, 1.5%, 0.8%, 2.9%, -2.5%, 2.9%
- Cc1ccc(NC2=NCC(=O)N2Cc2ccccc2)c(C)c1
  0.3%, 3.3%, 13.6, -5.4%, -0.5%, 2.5%, 9.7%, 1.0%, -0.2%, 1.0%, -1.5%
- Cc1c2ccccc2nc2c(F)c(NC(C)C)c(F)c(F)c12
  9.6%, -12.0%, 19.1, ?, -1.1%, ?, -22.6%, -9.2%, ?, ?, 14.3%
- O=c1c(Cc2ccc(Cl)cc2Cl)c(O)ccn1Cc1ccc(Cl)cc1
  -19.0%, -4.6%, -1.3, -1.2%, 0.1%, -35.1%, -17.0%, 0.7%, -1.3%, -16.6%, -0.2%
- CCOc1ccc(NC(=O)Cn2c(=O)oc3cc(Cl)ccc32)cc1
  -7.9%, 25.1%, 1.0, -3.7%, -0.2%, -4.7%, -6.8%, 2.7%, -0.3%, -0.2%, 1.0%
- CC1=CCC(Cc2nc3ccccc3o2)C1(C)C (stereo unspecified)
  9.5%, -1.8%, 0.4, -9.7%, 0.0%, -2.2%, 10.9%, 2.6%, 4.8%, -3.3%, -1.1%
- O=C(COc1ccc(F)cc1)N1CCc2ccccc2C1
  2.3%, -0.9%, -3.0, -0.3%, -0.2%, 42.5%, 3.8%, 7.4%, 2.1%, 3.7%, -0.5%
- COc1ccc(Cc2nc3ccc(C(=O)NC(C)c4cnn(C)c4)cc3o2)cc1 (stereo unspecified)
  -14.1%, 4.8%, 1.2, -4.0%, -0.8%, -19.5%, -7.7%, 3.8%, 0.3%, -0.5%, 3.6%
- Cc1cc(C(=O)OCC(=O)N2CCOCC2)ccc1[N+](=O)[O-]
  -0.4%, 3.3%, 6.1, -0.5%, -0.1%, 0.0%, 9.4%, 5.5%, -0.7%, 1.4%, -2.8%
- CCCCC(=O)Nc1ccc(C(=O)Nc2ccc3c(c2)OCO3)cc1
  -26.8%, -1.4%, ?, -5.9%, -0.5%, 37.9%, -7.0%, -4.5%, -2.8%, 11.7%, 0.2%
- CCc1nnc(SCC(=O)NC2CC2)n1CC
  1.6%, 3.9%, -2.1, -2.5%, 0.2%, 6.0%, 4.2%, 0.9%, -5.2%, -0.7%, 2.7%
- COC(=O)c1c(NC(=O)CSc2n[nH]c(N)n2)sc(C)c1C
  -12.4%[15.4 µM], -0.7%, 0.9, -1.3%, -0.1%, -0.6%, -7.4%, -10.7%, -6.5%, 2.6%, 5.9%
- CSCCC(N=CC1=C(O)CC(C)(C)CC1=O)C(=O)O (stereo unspecified)
  10.4%, 2.7%, 0.4, -5.7%, -0.4%, -13.4%, 0.5%, 0.5%, 2.4%, -4.6%, -0.3%
- CCCN1C(=O)c2[nH]nc(-c3cc(Cl)c(C)cc3O)c2C1c1ccc(O)c(OC)c1 (stereo unspecified)
  19.5%, -24.1%, -2.3, -4.7%, -0.6%, -52.0%, -18.1%, -2.7%, -6.4%, 4.8%, -0.4%
- COc1cc(/C=N/Nc2ccc(C(F)(F)F)cn2)ccc1O
  -1.1%, -2.8%, -1.2, -2.1%, 0.0%, -57.8%, 6.3%, ?, 3.9%, 15.8%, 0.9%
- COc1ccc(CC(=O)OCC(=O)Nc2cc(S(=O)(=O)N3CCOCC3)ccc2N2CCCC2)cc1
  4.6%, -2.3%, 8.8, 1.4%, -0.2%, -9.7%, 2.6%, 2.2%, -2.2%, -3.0%, 0.9%
- O=C(COC(=O)c1cccc(C(=O)OCC(=O)NC2CC2)n1)NC1CC1
  9.9%, -0.7%, 0.5, -3.3%, 0.0%, -6.1%, 0.2%, 9.6%, 2.8%, 5.3%, -0.5%
- O=C(O)C1CC(=O)N(CCc2ccccc2)C1 (stereo unspecified)
  11.1%, 2.5%, -0.1, -6.9%, -0.2%, 13.7%, 16.9%, 6.6%, -1.6%, 1.4%, 4.4%
- O=C(c1cn(-c2ccccc2)nc1-c1cccs1)N1CCOCC1
  3.5%, 7.3%, 12.5, -2.6%, -0.3%, -1.5%, 11.3%, 0.8%, 4.0%, 0.8%, -0.9%
- Cc1ccc(/C=N/NC(=O)c2cc(-c3cccnc3)nc3ccccc23)cc1
  9.6%, -2.5%, 1.3, -1.5%, -0.1%, -28.7%, -24.5%, -14.7%, 1.9%, ?, -1.8%
- O=C(O)CCc1cc(I)c(Oc2ccc(O)c(I)c2)c(I)c1
  -0.5%, nt, 9.2, nt, -0.3%, nt, nt, nt, -6.2%, -1.0%, -1.4%
- C/C(CCN1CCc2nc(-c3ccccc3)c(-c3ccccc3)cc2C1)=N\O[C@@H](C)c1cc(-c2c(C)cc(C)cc2C)no1
  -4.6%, -11.7%, 7.9, -5.6%, -0.2%, 0.0%, 41.1%, -3.9%, -2.2%, 0.7%, -11.0%
- CCCNC(=O)NS(=O)(=O)c1ccc(Cl)cc1
  5.6%&6.1%, 0.7%, 1.4, -0.4%, -0.3%, 3.5%, nt, 3.6%, -0.1%, 3.9%, 5.9%
- O=S(=O)(c1ccc(N2CCN(c3ccc(F)cc3)CC2)cc1)N1CCCC1
  9.7%, 1.9%, 0.2, -4.0%, 0.0%, -17.1%, -2.2%, nt, -7.3%, -0.7%, 3.6%
- CCOC(=O)N1CCC(NC(=O)C2CCCN(c3nc4ccccc4o3)C2)CC1 (stereo unspecified)
  12.5%, -0.5%, -2.1, -2.9%, -1.1%, -14.3%, -17.7%, nt, -2.7%, -4.3%, 0.2%
- COc1ccc(NC(=O)CN2CCN(S(=O)(=O)N3CCCCCC3)CC2)cc1
  -7.1%, -1.2%, 6.2, -2.3%, -0.4%, -15.4%, -54.8%, 4.3%, -3.1%, -3.1%, 10.2%
- CCn1c(COc2ccccc2C)nnc1SCC(=O)OC
  -22.7%, -0.9%, 0.4, -6.8%, -0.2%, 6.2%, -23.9%[7.66 µM], 0.0%, 1.6%, -4.6%, -1.6%
- Cn1nc(C(C)(C)C)cc1C(=O)Nc1nc2c(s1)C(=O)CC(C)(C)C2
  19.7%, -0.1%, 12.5, -6.4%, -0.8%, 15.2%, -12.4%[7.66 µM], nt, -0.4%, -4.3%, 0.9%
- Cc1ccc(NC(=O)CN(C)Cc2ccc(F)cc2)c([N+](=O)[O-])c1
  -0.9%, -2.3%, 28.9, -5.3%, -0.5%, 25.0%, -7.6%, -1.7%, 0.3%, 0.0%, 2.1%
- CCNC(=S)N(CCc1c(C)[nH]c2ccc(C)cc12)Cc1cc(OC)c(OC)c(OC)c1
  -5.5%, -13.7%, 17.9, -0.4%, -0.2%, -35.9%, 14.2%, 2.7%, -6.6%, -4.0%, 1.8%
- NS(=O)(=O)c1ccc(CNc2nc(-c3cccnc3)nc3ccccc23)cc1
  -13.4%, -3.3%, -2.6, -1.8%, -0.1%, -32.3%, 14.2%, -0.2%, -4.3%, -7.3%, 0.5%
- CC(NS(=O)(=O)c1ccc(F)cc1)C(=O)Nc1ccc2c(c1)OCCO2 (stereo unspecified)
  -7.8%, 4.4%, -6.3, -2.2%, -0.4%, 23.6%, 0.0%, -3.9%, 9.9%, -3.6%, -0.4%
